Source: PubChem BioAssay
PLK1 PBD inh: PLK1 (human) polo-box domain binding inhibition | P53350 | Plk1 PBD binding of FITC phosphopeptide, fluorescence polarization | Potency, µM, without a hit: max response, negative = inhibition, most hits filed as inhibitors | 2.8% of 360,000 active; further: potency means the concentration at half of the fitted maximal effect; series mostly up to about 57 µM; on the % scale 0 is the no-effect control and ±100 the full control effect; nearly all actives have a fitted effect of over 65% in size
Target sequence (P53350 whole entry, looked up, the tested form may be a part): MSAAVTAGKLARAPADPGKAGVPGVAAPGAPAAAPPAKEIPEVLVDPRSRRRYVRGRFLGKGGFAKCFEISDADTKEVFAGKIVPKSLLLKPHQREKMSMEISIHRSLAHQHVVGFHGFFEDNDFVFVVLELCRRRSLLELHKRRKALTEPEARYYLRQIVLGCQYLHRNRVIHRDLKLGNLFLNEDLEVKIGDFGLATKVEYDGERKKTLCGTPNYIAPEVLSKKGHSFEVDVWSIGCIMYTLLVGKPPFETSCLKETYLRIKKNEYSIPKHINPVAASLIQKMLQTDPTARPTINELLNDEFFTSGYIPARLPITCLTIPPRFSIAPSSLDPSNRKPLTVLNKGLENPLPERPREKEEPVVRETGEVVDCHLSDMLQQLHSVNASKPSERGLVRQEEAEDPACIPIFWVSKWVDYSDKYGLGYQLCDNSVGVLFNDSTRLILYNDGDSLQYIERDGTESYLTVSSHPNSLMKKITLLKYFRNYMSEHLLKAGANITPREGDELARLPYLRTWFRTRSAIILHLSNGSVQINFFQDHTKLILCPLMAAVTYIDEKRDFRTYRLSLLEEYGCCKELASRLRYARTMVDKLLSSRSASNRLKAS
GLP1R cytotox: cytotoxicity in counter-screen for GLP-1R inverse agonists. Potency, µM (highest dose often 38.3 µM), without a hit: at the top dose activity change, negative = inhibition, actives largely listed as inhibitors. 0.13% of 410,000 active. HEK293 cAMP-luciferase reporter cells, luminescence, 24 h. AID 624418;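 further: loss of luciferase light is scored as toxicity; potency means the concentration at half of the fitted maximal effect; on the % scale 0 is the no-effect control and ±100 the full control effect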
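Luminescence readout: signal drop marks cytotoxicity. Plated cells grew 12 h at 37 °C, 5% CO2, received 23 nL compound for 24 h, then got luciferase reagent, read after 12 min at RT.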
GLP1R ag: activates the human GLP-1 receptor. P43220. HEK293 GLP-1R CRE-luciferase, luminescence, 4-6 h; cells express a hypersensitive GLP-1R form. Potency, µM (highest dose often 45.6 µM), without a hit: at the highest dose activation, actives largely listed as activators. 0.007% of 380,000 active. AID 624172; further: potency means the concentration at half of the fitted maximal effect; % of control where 0% means no effect
PI5P4Ka inh: blocks human PI5P4K alpha kinase activity; P48426; PI5P4Kalpha enzyme, ADP-Glo luminescence, 60 min; stronger effect = lower value; max response, %; 1.2% of 330,000 active; AID 652105; active means max response of -50% or lower; inconclusive means between -30% and -50%; inactive means -30% or higher; further: value at the top dose of about 77 µM; on the % scale 0 is the no-effect control and ±100 the full control effect
Target sequence (P48426 whole entry, looked up): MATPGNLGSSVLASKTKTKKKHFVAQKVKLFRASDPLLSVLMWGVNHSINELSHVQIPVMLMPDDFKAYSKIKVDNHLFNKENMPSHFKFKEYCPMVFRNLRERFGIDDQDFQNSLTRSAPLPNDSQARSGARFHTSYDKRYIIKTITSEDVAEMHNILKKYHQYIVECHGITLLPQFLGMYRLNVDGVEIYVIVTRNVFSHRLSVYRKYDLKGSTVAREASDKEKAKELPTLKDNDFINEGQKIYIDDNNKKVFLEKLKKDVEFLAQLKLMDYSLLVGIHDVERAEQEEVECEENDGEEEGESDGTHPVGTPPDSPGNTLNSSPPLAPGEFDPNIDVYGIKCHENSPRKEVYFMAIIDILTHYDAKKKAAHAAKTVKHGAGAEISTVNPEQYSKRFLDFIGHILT
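qHTS, 1536-well: enzyme/substrate mix, compound by pin tool, 5 microM ATP final; RT 60 min; ADP-Glo reagents 1 (45 min) then 2 (30 min); luminescence.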
WRN helicase inh: WRN helicase (human) inhibition; Q14191; WRN helicase unwinding, fluorescent forked duplex, kinetic; Potency, µM (highest dose often 114 µM), for inactives: top-dose activity change, negative = inhibition, hits mostly inhibitors; 0.46% of 360,000 active; further: potency means the concentration at half of the fitted maximal effect; on the % scale 0 is the no-effect control and ±100 the full control effect; nearly all actives have a fitted effect of over 55% in size
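Enzyme (20 nM final) and test compound sit together 15 min at room temperature before substrate addition. Substrate is a single-forked duplex oligonucleotide (100 nM) labelled with fluorophore and quencher, with 2 mM ATP; helicase unwinding raises red fluorescence, read kinetically.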
GLP1R inv ag: acts as inverse agonist at human GLP-1 receptor | AID 624417 | Potency, µM (titrated, usually from 38.3 µM), for the others: at the top dose activity change, negative = inhibition, usual class: inhibitors | HEK293 GLP-1R CRE-luciferase, luminescence, 24 h; GLP-1R form is constitutively active | P43220 | 1.6% of 410,000 active; further: potency means the concentration at half of the fitted maximal effect; on the % scale 0 is the no-effect control and ±100 the full control effect; nearly all actives have a fitted effect of over 55% in size
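Inverse agonists were sought by their lowering of basal cAMP reporter luciferase output in HEK293 cells stably carrying constitutively active human GLP-1R, after 24 h compound treatment.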
D3 ag: D3 dopamine receptor (human) agonism; AID 652048; max activation, %; D3R DiscoveRx beta-arrestin cells, luminescence, 90 min; P35462; 0.58% of 410,000 active; in the data active means max activation above about 30%; further: 0% is about no effect; mostly tested at two doses, the higher about 12 µM
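Agonist-mode cell screen: cells plated at 1500/well and incubated overnight at 37 °C, then exposed to library compounds for 90 min at 37 °C. Detection reagent was added for 30–60 min at room temperature, and luminescence was read.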
DRD3 antagonist: antagonists of human D3 dopamine receptor. 2.5% of 360,000 active. max response, negative = inhibition, %. P35462. D3R cells, DiscoveRx beta-arrestin luminescence, antagonist mode; stronger effect = lower value; in the data active means max response below about -50%; inconclusive means no clear call, values can overlap the other calls; further: on the % scale 0 is the no-effect control and ±100 the full control effect; mostly tested at two doses, the higher about 12 µM
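Cells expressing the human receptor were seeded at 1500 cells/well, incubated overnight at 37 degrees C in 5% CO2, then exposed to library compounds with dopamine controls for 90 minutes at 37 degrees C before luminescent detection.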
IL-2 act: activates IL-2 in a cell-based reporter assay. IL-2 activation reporter assay, cell-based qHTS; stimulated with anti-CD3/CD4/CD28 beads; in transgenic mouse T cells. activation, % (series mostly up to about 46 µM). 0.065% of 360,000 active; in the data active means activation above about 50%; inconclusive means mostly about 30% to 49%; further: 0% is about no effect
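Screening format: compound pinned onto unstimulated transgenic mouse T cells, 60 min incubation, then anti-CD3/anti-CD4/anti-CD28 bead stimulation for 18 hours at 37 degrees C, followed by EGFP and DsRed detection.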
Active calls of the source: *; ? = inconclusive; nt = not tested or not shown; [ ] = remark or other dose. Unless noted, the call rests on the fitted dose curve; in most records, active means well fitted curve in the direction sought with a large enough effect; inconclusive means small, poorly fitted or top-dose-only effect, or another doubt; inactive means no such curve, though single readings can be large; an effect the other way counts as inactive or inconclusive. Random draw from the library (roughly 7.8% active in at least one column).

Molecule	DRD3 antagonist	GLP1R ag	WRN helicase inh	GLP1R inv ag	PLK1 PBD inh	PI5P4Ka inh	D3 ag	GLP1R cytotox	IL-2 act
Cc1cc(=O)[nH]c2n[nH]c(-c3ccccc3)c12	9.7	-12.2%	0.1%	27.0%	0.3%	1.2	0.7	-8.7%	19.2
Cn1c(SCc2ccc(Cl)cc2)nc(C(F)(F)F)cc1=O	21.5	0.7%	-4.6%	0.7%	-3.7%	nt	15.6	-2.6%	2.1
Cc1ccc(C(=O)CC(=O)c2cc(Cl)ccc2O)cc1	-9.3	-9.4%	-3.4%	-10.1%	-8.9%	nt	3.5	93.7%[activator]	-2.2
COc1ccc(S(=O)(=O)Nc2ccc3c(c2)N(C(C)=O)CCC3)cc1	12.3	3.0%	-6.7%	3.6%	-7.7%	-2.9	-8.7	4.6%	-0.2
O=C(O)c1cccc(NC(=S)NCc2ccccc2)c1	9.0	-0.2%	-0.9%	?	-0.5%	-4.8	3.1	-1.3%	-0.9
COc1ccc(C(=O)C2CCCN(C(=O)c3ccc(CSC)o3)C2)cc1F (centres undefined)	5.2	21.3%	-7.9%	-3.4%	-10.7%	2.5	1.6	9.4%	-1.2
COC(=O)CC1SC(=O)NC1=O (centres undefined)	13.2	-1.7%	9.2%	0.5%	-1.2%	10.3	2.8	-11.1%	-1.5
Cc1ccnc(NCc2ccccc2O)c1	-8.3	9.1%	-2.5%[57.1 µM]	-12.8%	-7.0%	-3.5	-11.9	0.3%	1.5
COc1ccc(NS(=O)(=O)c2cccc(C(=O)NCCc3ccc(S(N)(=O)=O)cc3)c2)cc1	6.9	-0.5%	2.2%	8.3%	5.2%	-2.1	0.2	0.9%	0.8
CCCCn1c(O)c(C(CC)=Nc2ccc3c(c2)CCC3)c(=O)[nH]c1=O	-16.3	-4.3%	10.2%	0.0%	-5.2%	-3.7	2.0	-10.1%	-1.7
O=C(CN1CCN(C(=O)c2ccc(-c3nc4ccccc4s3)o2)CC1)Nc1ccc(F)cc1	20.6	-2.4%	-6.6%	?	3.6%	-3.5	14.4	-27.7%	-0.7
c1ccc(-c2ccc(C3=Nn4c(Cn5nnc6ccccc65)nnc4SC3)cc2)cc1	-5.4	3.2%	-18.2%	-20.8%	4.74µM*	?	-1.6	-6.5%	-0.5
COc1ccc(C2/C=C\CN(C(=O)Nc3ccccc3-c3ccccc3)CC(=O)N2Cc2ccc(F)cc2)cc1 (centres undefined)	-15.4	-4.7%	-13.9%	13.2%	0.5%	5.7	-5.3	1.5%	-3.7
O=C(Cn1c(=O)oc2ccccc21)N1CCOCC1	-7.0	-6.4%	5.7%	19.7%	-9.8%	0.5	0.5	-3.3%	1.5
O=C(/C=C/c1ccc(F)cc1)NC(=S)N1CCN(c2ccccn2)CC1	-6.7	28.7%	-7.7%	5.6%	-12.3%	4.4	5.5	-21.1%	0.6
CCN(c1ccccc1)S(=O)(=O)c1cccc(C(=O)Nc2cccc(C)n2)c1	-13.4	4.6%	9.3%	?	-1.9%	-11.3	-3.1	5.5%	-3.5
Cc1cc(N2CCOCC2)n2nc(C)c(-c3ccccc3)c2n1	-17.5	3.2%	-18.6%	1.2%	-7.7%	13.6	1.0	31.0%[activator]	-2.6
Cc1ccc(-n2c(=O)c3c(c4cc(C)ccc4n3C)n(CC(=O)Nc3ccc(F)cc3)c2=O)cc1	nt	0.4%	nt	5.2%	nt	nt	-8.9	-16.7%	nt
C[C@H](Cc1ccccc1)Nc1ncnc2c1ncn2[C@@H]1O[C@H](CO)[C@@H](O)[C@H]1O	27.3	7.8%	6.1%	29.1%	-1.7%	-1.1	0.8	2.5%	0.2
O=C(CSc1nc2ccccc2c(=O)n1CCCN1CCOCC1)Nc1ccc(Br)cc1	-17.4	17.9%	8.2%	?	-5.8%	-2.5	-9.7	0.8%	-0.3
Cc1cccc(NC(=O)CSc2nnc(-c3cc(C)[nH]n3)n2N)c1	3.2	-0.4%	1.1%	-11.4%	-1.4%	-4.4	4.1	-4.9%	-2.5
CCc1ccc(-c2nc(CSCC(=O)NCc3ccco3)c(C)o2)cc1	3.7	5.3%	-14.7%	?	-8.2%	2.2	7.9	6.0%	0.0
CSc1ccc(C(=O)C2CCCN(C(=O)c3cc4cc(F)ccc4[nH]3)C2)cc1 (centres undefined)	-15.4	13.8%	-1.0%	-29.2%	-15.3%	13.6	11.7	9.8%	-1.0
O=Cc1cn(CCOc2ccc(F)cc2)c2ccccc12	25.0	20.9%	-2.2%	?	-1.4%	7.3	0.6	-4.2%	-2.2
O=C(NCc1ccncc1)C1CCN(S(=O)(=O)c2cccc(C(F)(F)F)c2)CC1	-8.9	6.2%	-2.9%	14.5%	8.5%	-7.9	1.6	-0.5%	-1.0
Cn1ncc(Cl)c1C(=O)N1CCOCC1	9.0	8.4%	-7.1%	17.8%	-10.3%	-1.7	1.1	-11.0%	-1.7
Cn1cc([N+](=O)[O-])c(C(=O)Nc2ccc(-c3nc4ccccc4o3)cc2)n1	-25.7	-6.7%	-3.5%	140.6%[activator]	-16.6%	0.6	1.4	-24.1%	-0.2
Cc1cncc(NCc2ccc3c(c2)OCO3)n1	4.6	-0.5%	4.8%	9.2%	4.7%	-3.9	5.2	0.9%	0.0
Cc1ccc(NC(=O)CCC(=O)NNC(=O)/C=C/C(=O)O)c(C)c1	-2.5	0.1%	0.4%	0.1%	-6.3%	0.4	0.8	-1.8%	1.0
Cc1ccccc1-n1c(SCC(=O)N2CCN(c3ccccc3)CC2)nnc1-c1ccncc1	20.5	4.1%	5.1%	0.0%	1.1%	nt	-7.1	-3.5%	-2.0
COC(=O)C1=C(C)N(CCCC(=O)O)C(=O)NC1c1ccc2c(c1)OCO2 (centres undefined)	-10.6	-0.8%	0.2%	25.1%	5.7%	-62.0*	-2.6	-27.1%	-1.6
Cc1ccc(NC(=O)CCNC(=O)c2ccc(Cl)cc2)nc1	-11.8	1.4%	10.4%	8.4%	-11.5%	-2.5	-5.1	-7.2%	-2.4
CC(C)[C@H]1CN(C)CCN1Cc1cn(C)nc1-c1cccc(Cl)c1	8.4	2.6%	-2.2%	?	-1.7%	5.6	-5.0	1.2%	1.1
COC(=O)NNC(=O)COc1cc(C)c(Br)cc1C(C)C	-2.4	2.2%	-6.6%	?	-10.5%	3.8	2.3	-1.8%	-1.2
COc1ccccc1NC(=S)NNC(=O)c1ccccc1Br	-13.5	5.9%	1.9%	-8.0%	-6.2%	-12.4	-3.2	-8.5%	3.1
O=C(CCc1c[nH]c2ccccc12)OCC(=O)c1ccccc1	-11.5	6.1%	4.0%	9.5%	-11.6%	-4.4	-1.9	0.0%	-0.8
COc1cc(C(=O)N/N=C/c2cccc(Oc3ccccc3)c2)ccc1O	-7.9	15.8%	-8.8%	25.0%	-10.8%	-19.7	3.2	-12.2%	-3.4
COc1ccc(OC)c(NC(=O)CSc2ccc(-c3ccco3)nn2)c1	13.7	23.6%	0.9%[11.6 µM]	17.4%	?	-50.9*	7.2	-6.2%	-0.4
COc1ccccc1-c1cc(C(=O)NC2CCN(C)CC2)c2ccc(Cl)c(C)c2n1	-19.4	12.4%	4.0%	?	-4.9%	0.9	-3.8	24.7%	-4.5
N/C(Cn1cncn1)=N\OC(=O)c1ccc(Cl)cc1	3.4	0.4%	-14.3%[57.1 µM]	7.1%	-9.3%	-2.4	9.3	13.9%	-1.6
O=C(CCc1ccc(S(=O)(=O)N2CCOCC2)cc1)Nc1nccs1	11.9	-12.2%	7.3%	3.7%	-0.5%	-6.7	3.6	1.2%	1.9
CCN(CC)Cc1c(O)ccc2c(=O)c(-c3ccccc3)coc12	-18.8	1.1%	0.0%	19.0%	1.5%	-4.8	-10.9	-13.4%	-0.1
O=C(CCc1nc(-c2ccccc2F)no1)NCc1ccco1	-87.9*	-5.6%	-5.3%	0.0%	-8.8%	nt	1.0	-6.7%	3.3
CCNC(=S)N(Cc1ccc(OC)cc1)C1CC(=O)N(c2ccc(OCC)cc2)C1=O (centres undefined)	?	-0.9%	-29.5%	?	-5.3%	14.7	-1.7	-7.4%	-1.0
Cc1ccnc(N2C(=O)c3ccccc3C2Nc2ccccc2Cl)c1 (centres undefined)	-16.8	15.5%	0.2%	?	-1.2%	-6.8	-10.7	1.7%	-2.2
CS(=O)(=O)N(CC(=O)N1CCN(c2cccc(Cl)c2)CC1)c1cccc(F)c1	24.9	0.2%	6.6%	?	-9.2%	-3.0	-5.1	-25.4%	0.5
CCNC(=S)N1CCCC(c2nc3ccc(C)cc3[nH]2)C1 (centres undefined)	-7.4	-5.2%	1.9%	-21.2%	-11.7%	1.7	-1.5	-10.1%	-0.1
O=C(c1cc2nc(-c3ccco3)cc(C(F)(F)F)n2n1)N1CCN(c2ccccc2)CC1	-10.8	8.4%	0.5%	-12.6%	-2.8%	nt	28.3	-8.4%	-0.2
